# m5-HT2A agonist: agonists of mouse serotonin 5-HT2A receptor (HTR2A). hit rate 0.66% among 360,000. AID 624169. CHO-K1 mHTR2A beta-arrestin complementation, luminescence; percent of 30 µM serotonin response. activation, % at 7.6 µM. P35363;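 active = activation above a run cutoff, the mean activation of all tested compounds plus 3 SD, cut at about 14% in these data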;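 also: 0% = plate median of compound wells and 100% = 30 µM serotonin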
# Target sequence (P35363 whole entry, looked up): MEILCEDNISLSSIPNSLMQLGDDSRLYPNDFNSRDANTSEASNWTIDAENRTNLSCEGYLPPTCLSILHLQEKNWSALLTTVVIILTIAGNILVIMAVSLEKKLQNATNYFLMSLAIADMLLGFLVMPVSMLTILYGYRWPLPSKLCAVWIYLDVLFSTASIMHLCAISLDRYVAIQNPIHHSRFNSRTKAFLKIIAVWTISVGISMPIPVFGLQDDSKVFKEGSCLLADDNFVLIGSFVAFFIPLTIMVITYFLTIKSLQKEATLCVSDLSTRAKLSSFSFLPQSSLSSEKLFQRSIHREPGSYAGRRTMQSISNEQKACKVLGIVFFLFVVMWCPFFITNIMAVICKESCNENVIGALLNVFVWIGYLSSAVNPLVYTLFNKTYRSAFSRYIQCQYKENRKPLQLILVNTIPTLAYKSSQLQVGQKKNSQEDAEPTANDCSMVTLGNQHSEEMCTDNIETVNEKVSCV
# NR2E3 ag-1: agonists of human nuclear receptor NR2E3 | Q9Y5X4 | GST-NR2E3/biotin-RetCOR TR-FRET, 1536-well | inhibition of corepressor binding, % at 4.78 µM | hit rate 0.12% among 320,000 | AID 2300;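 active = percent inhibition above the cutoff of mean plus 3 SD of all tested compounds, set per screening campaign, cut at about 20% in these data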;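 also: 0% = DMSO wells and 100% = biotin wells as full block of FRET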
# Target sequence (Q9Y5X4 whole entry, looked up): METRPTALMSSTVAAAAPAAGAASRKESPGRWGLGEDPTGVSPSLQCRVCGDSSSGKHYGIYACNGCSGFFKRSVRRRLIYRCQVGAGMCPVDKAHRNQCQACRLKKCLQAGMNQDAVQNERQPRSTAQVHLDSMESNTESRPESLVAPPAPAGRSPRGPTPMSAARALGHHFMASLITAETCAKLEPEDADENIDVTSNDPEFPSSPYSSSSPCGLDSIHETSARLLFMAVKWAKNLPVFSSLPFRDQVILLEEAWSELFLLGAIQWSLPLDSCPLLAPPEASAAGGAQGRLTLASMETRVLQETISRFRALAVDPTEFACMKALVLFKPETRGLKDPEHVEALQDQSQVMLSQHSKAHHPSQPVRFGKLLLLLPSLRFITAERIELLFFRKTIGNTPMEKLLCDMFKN
#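 System: GST-tagged NR2E3 plus biotinylated RetCOR corepressor; Buffer or medium: pH 7.5 Tris-based buffer; Probe or stimulus: RetCOR corepressor, biotinylated, 7 nM; Doses: compound at 4.8 µM, single dose; Schedule: 5 h incubation at 4 °C; Technique: time-resolved FRET; Evaluation: percent inhibition of TR-FRET ratio; Replication: one well per compound, singlicate testing.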
# Shn3 3UTR inh: inhibitors of Schnurri-3 3'UTR reporter in osteoblasts; hit rate 0.52% among 360,000; inhibition, % at 12.5 µM; Clone20 osteoblast Shn3 3'UTR firefly luciferase, 24 h; AID 588674;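 active = mean inhibition of at least 75% with every replicate also reaching 75%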;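 also: 0% = median of neutral control wells and 100% = pilot-screen positive control compound; some compounds past the cut are filed as inactive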
# iPSC survival up: increases survival of single human iPS cells; survival enhancement, % at 20 µM; hit rate 0.044% among 360,000; hiPSC single-cell survival, ATPlite luminescence; 100% = ROCK inhibitor wells, 0% = DMSO; in the data active = survival enhancement above about 18%;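 also: cells exposed to compounds for 16 hours before the ATP read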
# Cardio protect: protects H9c2 cardiomyocytes from peroxide injury; H2O2 injury protection, ATPLite, 2 h; protection from H2O2 cell death, % at 20 µM; hit rate 0.63% among 360,000; AID 588492;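 active = compounds giving at least 50% protection of heart cells from peroxide-induced death in the single-dose screen, raw or plate-pattern-corrected value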;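 also: 0% = DMSO wells with peroxide and 100% = DMSO wells without peroxide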
# HIF-2a block: HIF-2a inhibition; 786-0 RCC cells HIF-2a reporter, luciferase luminescence, overnight; inhibition, % at 18.8 µM; hit rate 0.72% among 360,000;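 active = inhibition of the luminescence signal of 40% or more relative to plate controls, in a single-dose primary screen at 18.75 µM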
# NR2E3 ag-2: human photoreceptor-specific nuclear receptor agonism. Q9Y5X4. CHO-S Gal4-NCOR/VP16-NR2E3 two-hybrid, luciferase. inhibition of corepressor binding, % at 3.98 µM. hit rate 0.35% among 360,000. AID 602229;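 active = inhibition above the mean of all tested compounds plus 3 SD, cut at about 70% in these data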;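 also: 0% = DMSO with NR2E3 transfected cells and 100% = cells lacking NR2E3 construct; higher means lower luciferase signal from less NR2E3 corepressor binding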
# CaV13 ICDI inh: Disruptors of the CACNA1D IQ motif to Ca2+-dependent inactivation inhibitor domain association, primary screening, Förster resonance energy transfer in intact living …; HEK cells, CFP/YFP FRET ICDI-IQ, plate reader, 10 min; percent FRET-ratio fall versus neutral wells; inhibition, % at 12.3 µM; hit rate 0.098% among 340,000; AID 743397;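 active = mean replicate inhibition of at least 30% and at least 1% of replicates passing that level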;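 also: 0% = median of the neutral control wells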
# PDI inh: blocks human protein disulfide isomerase activity | P07237 | AID 588391 | hit rate 0.052% among 350,000 | PDI insulin aggregation turbidity, A650, 90 min | inhibition, % at 10 µM;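 active = mean inhibition across replicates of 30% or more, whatever share of single replicates reach that level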;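 also: absorbance from insulin aggregation driven by PDI reduction with DTT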
# MITF TRPM1 inh: inhibitors of MITF-driven TRPM1 promoter in melanoma cells; SK-MEL-5 TRPM1 promoter luciferase, 24 h; inhibition, % at 12.5 µM; hit rate 0.83% among 330,000; AID 488899;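 active = mean inhibition across replicates of 60% or more, whatever share of single replicates reaches that level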; also: values of inactives mirror those of a sister screen read the other way
# Peg3 prom inh: reduces Peg3 promoter-driven luciferase expression in HeLa. inhibition, % at 20 µM. hit rate 1.7% among 360,000. AID 588405. HeLa PEG-Prom luciferase reporter, luminescence, overnight;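 active = inhibition of at least 50% at 20 µM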
# Active calls of the source: *; nt = not tested or not shown.
SMILES,m5-HT2A agonist,NR2E3 ag-1,Shn3 3UTR inh,iPSC survival up,Cardio protect,HIF-2a block,NR2E3 ag-2,CaV13 ICDI inh,PDI inh,MITF TRPM1 inh,Peg3 prom inh
CCS(=O)(=O)Nc1cccc(C2=NN(S(=O)(=O)c3ccc(C)cc3)C(c3ccco3)C2)c1 (centres undefined),3,5,-3,2.0,2,21,2,1,-4,1,19
CCOC(=O)C1(C)/C(=N/Nc2ccccc2Cl)C(=O)C(=O)N1c1ccccc1 (centres undefined),-1,0,2,-1.4,-2,12,-30,-4,-7,3,7
O=C(CCCCCn1c(=S)[nH]c2ccc(N3CCOCC3)cc2c1=O)NC1CCN(Cc2ccccc2)CC1,-9,5,2,-0.3,-3,18,-2,-3,-5,3,13
Cc1cc(C)nc(NS(=O)(=O)c2ccc(NC(=O)c3ccc4c(c3)OCCO4)cc2)n1,0,0,3,1.4,4,10,3,1,-2,2,-1
COc1ccc(SC[C@H](CC(C)C)N2CCN(C)CCC2=O)cc1,-5,2,-96,-1.2,-3,-170,-19,-11,2,-64,-165
CCOc1ccc(C(=O)Nc2ccc3c(c2)OCO3)cc1OCC,0,-1,2,2.4,11,-63,-42,nt,3,-15,-39
Nc1cc(=O)[nH]c(SCc2nnnn2-c2ccc(Cl)cc2)n1,0,-2,7,-0.4,0,2,-20,-3,-5,0,2
COc1cc(/C=N/NC(=O)c2ccncc2)cc2c1OCO2,-1,1,-40,0.3,5,12,-8,-7,-11,-7,-6
Cn1c(O)c(N=NC(=O)CNC(=O)c2cccnc2)c2ccccc21,-2,-5,-8,0.0,4,1,-35,-3,1,-1,-14
CCOc1ccc(C(=O)NCC(=O)NNC(=O)CN(C)S(=O)(=O)c2ccc(Cl)cc2)cc1OCC,-3,nt,0,-0.3,2,10,8,-2,2,-17,-4
CCn1c(NCc2ccccc2NS(=O)(=O)c2ccc(C)cc2)nc2ccccc21,-10,0,-1,5.2,-7,23,-19,-6,3,4,38
CCOC(=O)N1CCN(CC(O)COc2c(C)cc(C)cc2C)CC1 (centres undefined),-3,-2,12,0.7,-2,13,-18,-5,8,4,4
Cc1sc2nc(SCC(=O)Nc3cccc(S(N)(=O)=O)c3)[nH]c(=O)c2c1C,12,nt,-15,-0.4,48,16,-16,-2,-5,16,2
Cc1cc2cc3c(=O)[nH]c(=O)cc-3n(CC(O)C(O)C(O)CO)c2cc1C (centres undefined),-3,nt,-23,-0.5,-2,-1,11,-7,-2,nt,-5
C=CCNc1nc(-c2cc3ccccc3o2)cs1,-3,-4,-21,-3.6,-24,-159,-130,-6,0,-6,-170
COc1cccc(-c2cc(C(=O)N3CC4(C)CC3CC(C)(C)C4)no2)c1 (centres undefined),-1,4,22,-0.1,-11,6,-25,-8,2,-1,7
Cc1cc(=O)[nH]c(SC(C(=O)O)c2ccccc2)n1 (centres undefined),2,-3,-25,4.6,1,23,4,-4,1,8,1
COc1ccc(N/C=C/C(=O)c2sc(-c3ccccc3)nc2C)cc1,1,0,12,-2.8,-4,-57,-80,nt,1,4,-26
Cc1cc(C)c(NC(=O)COC(=O)C2CCCO2)c(C)c1 (centres undefined),0,nt,-6,0.9,3,-7,7,-5,-4,4,1
CC(C)(C)NCC(O)COc1cccc2c1CCC(=O)N2 (centres undefined),-8,3,5,-0.8,0,0,-19,-5,1,-1,0
NC(=NCc1ccccc1)NN=Cc1ccnc2ccccc12,-11,nt,29,-1.5,-10,-78,23,-9,nt,nt,-35
Cc1ccc(S(=O)(=O)N2[C@@H](c3ccc(Cl)cc3)C(C(=O)O)=C[C@H]2C(C)(C)C)cc1,9,nt,-1,-1.9,1,10,-8,-2,3,-6,3
COc1ccccc1-c1noc2c1C(=O)NCC2,4,nt,-17,6.4,12,6,18,-2,13,nt,8
O=C1Cc2ccccc2C(c2ccccc2)N1 (centres undefined),-1,2,1,-0.1,1,-1,-4,-5,5,12,6
COc1ccc(S(=O)(=O)N2CCOCC2)cc1NC(=O)c1cccc(Cl)c1,0,1,-2,-0.4,6,11,-9,-6,3,-1,17

# Random excerpt: seven entries already listed
SMILES,m5-HT2A agonist,NR2E3 ag-1,Shn3 3UTR inh,iPSC survival up,Cardio protect,HIF-2a block,NR2E3 ag-2,CaV13 ICDI inh,PDI inh,MITF TRPM1 inh,Peg3 prom inh
CCS(=O)(=O)Nc1cccc(C2=NN(S(=O)(=O)c3ccc(C)cc3)C(c3ccco3)C2)c1 (centres undefined),3,5,-3,2.0,2,21,2,1,-4,1,19
Nc1cc(=O)[nH]c(SCc2nnnn2-c2ccc(Cl)cc2)n1,0,-2,7,-0.4,0,2,-20,-3,-5,0,2
COc1ccc(S(=O)(=O)N2CCOCC2)cc1NC(=O)c1cccc(Cl)c1,0,1,-2,-0.4,6,11,-9,-6,3,-1,17
O=C(CCCCCn1c(=S)[nH]c2ccc(N3CCOCC3)cc2c1=O)NC1CCN(Cc2ccccc2)CC1,-9,5,2,-0.3,-3,18,-2,-3,-5,3,13
C=CCNc1nc(-c2cc3ccccc3o2)cs1,-3,-4,-21,-3.6,-24,-159,-130,-6,0,-6,-170
Cc1cc(C)c(NC(=O)COC(=O)C2CCCO2)c(C)c1 (centres undefined),0,nt,-6,0.9,3,-7,7,-5,-4,4,1
COc1ccc(N/C=C/C(=O)c2sc(-c3ccccc3)nc2C)cc1,1,0,12,-2.8,-4,-57,-80,nt,1,4,-26

# The list continues.
SMILES,m5-HT2A agonist,NR2E3 ag-1,Shn3 3UTR inh,iPSC survival up,Cardio protect,HIF-2a block,NR2E3 ag-2,CaV13 ICDI inh,PDI inh,MITF TRPM1 inh,Peg3 prom inh
O=C1C(c2ccc(F)cc2)N(Cc2ccc3c(c2)OCO3)C(=O)CN1C1CCCCC1 (centres undefined),-4,-3,-20,2.4,2,12,6,-8,-1,7,3
Fc1ccccc1N1CCN(Cc2cccnc2)CC1,0,-1,0,-1.6,3,8,12,-5,-49,6,6
C=C(C)CSc1nnc(-c2ccccc2)n1N,1,1,-39,-1.3,8,-69,-31,-8,-3,-9,-68
C#CCOc1c(Cl)cc(/C=C2/C(=O)ON=C2C)cc1OCC,-5,1,1,0.1,-6,16,-27,-2,7,7,8
C/C(=N\NC(=O)c1ccncc1)c1ccc(NC(=O)c2ccc(Cl)cc2)cc1,-4,-1,-23,-0.3,1,-95,-125,-3,1,-80,-72
Cc1c(Cl)c([N+](=O)[O-])nn1CC(=O)NCc1ccc(Cl)cc1,2,3,-3,0.2,-4,8,18,-4,0,-2,9
Cn1c(CO)c(-c2ccccc2)c2cc([N+](=O)[O-])ccc21,-11,1,-16,3.1,9,22,-20,-4,-4,5,30
COc1ccc(CC(=O)N/N=C/c2ccc(-c3cccc(C(=O)O)c3)o2)cc1OC,3,-4,-9,-0.6,12,-11,-52,-2,11,-33,-20
CCCCn1c(N)c(N(CCOC)C(=O)c2ccc(N3CCCC3=O)cc2)c(=O)[nH]c1=O,-1,-3,-43,-0.4,3,3,11,-7,-1,-5,18
O=C(COc1ccccc1/C=C1\SC(=O)NC1=O)Nc1ccc(F)cc1,2,0,5,2.2,-21,15,-7,-2,5,11,7
COc1cc2c(cc1OC)C(C)N(C(=O)Cc1ccc(C(F)(F)F)cc1)CC2 (centres undefined),3,0,21,0.1,-6,17,10,-2,-3,1,12
CCC(C)c1c(O)nc(SCC(=O)N2CCCCCC2)[nH]c1=O (centres undefined),0,1,3,-0.4,-3,9,-1,-7,0,-17,8
O=S1(=O)C=CC(Sc2nc3ccccc3[nH]2)C1 (centres undefined),3,2,0,-0.4,2,-2,-21,nt,-1,4,6
CC(=O)Nc1ccc(NC(=O)C(=O)N/N=C/c2cccnc2)cc1,1,-2,-10,-0.9,12,11,-22,-4,-6,nt,1
COc1ccc(C(CNC(=O)c2cccc(S(=O)(=O)N3CCCC(C)C3)c2)N(C)C)cc1 (centres undefined),-13,1,31,-0.5,-14,-22,11,-3,4,-13,-9
O=C(CCC1N=C2c3ccccc3N=C(SCc3cccc(Cl)c3)N2C1=O)NCc1ccco1 (centres undefined),-4,-3,5,0.5,18,-14,8,nt,5,-3,16
Cc1ccc(S(=O)(=O)N2CCC(C(=O)NNS(=O)(=O)c3ccc(Cl)cc3)CC2)cc1,1,0,10,-0.2,1,-8,12,-5,-1,-5,-1
Cc1ccc(S(=O)(=O)NCCC(=O)NCc2ccccn2)cc1,0,3,6,-0.1,-1,7,17,-7,2,7,4
CC(Oc1ccccc1F)c1nnc(SCC(=O)NCc2ccc3c(c2)OCO3)o1 (centres undefined),-3,-3,-23,0.0,1,13,6,-6,17,3,8
Cc1c(NC(=O)C(C)OC(=O)Cc2ccc(F)cc2)c(=O)n(-c2ccccc2)n1C (centres undefined),0,0,-9,0.3,-4,10,0,-4,8,5,9
CCCC(=O)Nc1nn(CC)c2nc3ccc(C)cc3cc12,0,-1,-21,-0.4,4,-138,-10,-4,-46,-10,-16
CC1Cc2ccccc2N1C(=O)c1cccnc1 (centres undefined),1,3,8,1.1,-7,15,-5,-10,0,12,-6
CC(C)C(O)(C#CCN1CCCCCC1)c1ccccc1 (centres undefined),1,4,24,-1.3,-10,5,-5,-5,1,-5,-4
Cc1ccccc1NC(=S)NC(=O)CCc1ccccc1,-3,2,4,-1.3,-10,-27,-3,-4,-1,-26,-21
Cc1ccccc1Cn1ccc(NC(=O)c2cnn3cccnc23)n1,6,-4,-10,0.7,-1,-105,-3,-8,-4,-11,-37
CN(C)CCCNC(=S)/N=c1\sccn1Cc1ccccc1Cl,-6,2,-9,-0.3,-1,3,5,-2,1,-2,-9
C[C@H]1CN([C@@H](C)CO)C(=O)CCCn2cc(nn2)CO[C@@H]1CN(C)C(=O)c1ccc(N2CCN(C)CC2)cc1,5,nt,5,-1.1,-2,11,-15,-6,nt,nt,-4

# From PubChem
